Screening results (PubChem)
GRK2 inh – human GRK2 inhibition via aptamer displacement; 330,000 compounds, 0.59% hits; bead flow cytometry, FAM-aptamer displacement from GRK2; P25098; inhibition of aptamer binding, % at 10 µM;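 active = inhibition of aptamer binding above 40%, roughly 3 SD of noise, on plates passing a quality check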;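 also: median bead fluorescence of bound FAM aptamer so fluorescent compounds give negative values; no value below 0 was filed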
VLA-4 inh – inhibition in a human VLA-4 binding assay. P13612. VLA-4 expressing cells, ligand binding flow cytometry. inhibition, % (about 7 µM as worked out from the volumes in the protocol). 330,000 compounds, 0.2% hits; in the data active = inhibition above about 50%
Target sequence (P13612 whole entry, looked up): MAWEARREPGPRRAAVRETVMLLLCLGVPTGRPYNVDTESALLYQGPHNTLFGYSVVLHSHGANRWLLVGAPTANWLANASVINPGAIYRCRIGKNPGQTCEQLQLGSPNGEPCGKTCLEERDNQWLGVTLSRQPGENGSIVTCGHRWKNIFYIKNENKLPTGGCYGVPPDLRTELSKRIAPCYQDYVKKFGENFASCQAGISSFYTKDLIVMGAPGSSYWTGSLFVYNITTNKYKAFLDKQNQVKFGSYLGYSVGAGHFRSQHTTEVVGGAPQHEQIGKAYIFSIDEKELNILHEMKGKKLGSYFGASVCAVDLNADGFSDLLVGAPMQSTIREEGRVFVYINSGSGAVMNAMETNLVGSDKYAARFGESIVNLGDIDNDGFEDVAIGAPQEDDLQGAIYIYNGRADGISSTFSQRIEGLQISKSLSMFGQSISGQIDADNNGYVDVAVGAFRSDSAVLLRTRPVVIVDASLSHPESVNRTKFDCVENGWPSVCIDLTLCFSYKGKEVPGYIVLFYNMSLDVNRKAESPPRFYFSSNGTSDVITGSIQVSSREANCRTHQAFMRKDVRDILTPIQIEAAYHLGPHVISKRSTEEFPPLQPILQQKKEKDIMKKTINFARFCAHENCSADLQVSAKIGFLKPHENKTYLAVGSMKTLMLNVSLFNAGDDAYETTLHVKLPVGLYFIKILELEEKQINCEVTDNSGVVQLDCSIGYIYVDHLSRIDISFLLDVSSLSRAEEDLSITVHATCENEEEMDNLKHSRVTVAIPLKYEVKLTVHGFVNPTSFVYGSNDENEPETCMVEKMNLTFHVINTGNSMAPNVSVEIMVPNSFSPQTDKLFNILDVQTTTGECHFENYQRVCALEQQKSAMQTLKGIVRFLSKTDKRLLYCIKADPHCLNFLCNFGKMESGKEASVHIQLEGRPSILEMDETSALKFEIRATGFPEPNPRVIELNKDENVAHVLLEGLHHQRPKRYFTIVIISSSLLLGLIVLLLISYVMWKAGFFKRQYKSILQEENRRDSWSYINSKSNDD
LAP4 TOR yeast – yeast TOR pathway LAP4-GFP modulation | AID 2023 | S. cerevisiae LAP4-GFP multiplex, flow cytometry GFP, 3 h; median GFP as percent of DMSO wells | 320,000 compounds, 0.34% hits | GFP response vs DMSO, % at 10 µM;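 active = GFP response vs DMSO above a set limit, about the screen mean plus 3 SD, cut at about 150% in these data; inconclusive = under 70 cell events counted for the yeast strain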
Yeast superoxide – yeast age-related superoxide inhibition as caloric restriction mimetic. S. cerevisiae aged cells, superoxide DHE fluorescence; active compounds read low. superoxide response (% of plate mean), % at 10 µM. 330,000 compounds, 0.18% hits;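 active = superoxide response under a set limit, about three screen SD below normal, cut at about 65% in these data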;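 also: yeast aged for seven days with compound at 30 °C before DHE staining; 100% = average MFI of all compound-treated wells on the plate with controls excluded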
CIT2 TOR yeast – modulators of TOR pathway CIT2-GFP in S. cerevisiae; GFP response vs DMSO, % at 10 µM; 320,000 compounds, 0.065% hits; AID 2029; S. cerevisiae CIT2-GFP strain, flow cytometry, 3 h; 100 means same as DMSO wells;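 active = GFP response relative to DMSO above a set limit, near the screen mean plus 3 SD, cut at about 150% in these data; inconclusive = Fewer than 70 cells measured for a yeast strain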;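 also: ratio of well median GFP fluorescence to mean of DMSO wells on the plate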
RPL19A TOR yeast – yeast TOR pathway RPL19A-GFP modulation | 330,000 compounds, 0.3% hits | S. cerevisiae RPL19A-GFP strain, flow cytometry, 3 h; active compounds read low | AID 2025 | percent response vs DMSO, % at 10 µM;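 active = percent response vs DMSO below 50%; inconclusive = fewer than 70 events counted for the yeast strain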;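 also: median channel GFP fluorescence of the barcoded RPL19A-GFP strain; ratio of sample median GFP to plate DMSO average so 100% = DMSO; lower means less RPL19A-GFP as with rapamycin TOR inhibition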
MEP2 TOR yeast – alters MEP2-GFP fluorescence in TOR pathway yeast screen; S. cerevisiae MEP2-GFP strain, flow cytometry GFP, 3 h; 100% = DMSO control level; GFP response vs DMSO, % at 10 µM; 330,000 compounds, 0.51% hits; AID 2016;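 active = GFP response versus DMSO above a set limit, roughly screen mean plus 3 SD, cut at about 180% in these data; inconclusive = fewer than 70 cells counted for a yeast strain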;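 also: median GFP fluorescence of the barcode-gated MEP2-GFP cells per well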
AGP1-GFP MLPCN – yeast TOR pathway AGP1-GFP modulation. S. cerevisiae AGP1-GFP multiplex flow cytometry, 3 h; GFP as percent of DMSO wells. GFP response vs DMSO, % at 10 µM. 320,000 compounds, 0.02% hits;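 active = GFP response relative to DMSO above a set limit, near screen average plus 3 SD, cut at about 150% in these data; inconclusive = fewer than 70 cells counted for the yeast strain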;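 also: median GFP channel fluorescence of the gated AGP1 strain per well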
* marks the source's active call; other numbers are inactive results; ? = inconclusive; · = no result given; [ ] = dose if it differs, or a comment.

Start of the data: the first 12 records, to show the layout:
SMILES | GRK2 inh | VLA-4 inh | LAP4 TOR yeast | Yeast superoxide | CIT2 TOR yeast | RPL19A TOR yeast | MEP2 TOR yeast | AGP1-GFP MLPCN
CCCCc1nc(N)c(C#N)c(-c2ccco2)c1CCC | 0 | 6 | 93 | 76 | 101 | 98 | 100 | 86
CCOC(=O)c1[nH]c2ccc(Br)cc2c1NC(=O)CCN1CCC(C)CC1 | 8 | 2 | 105 | 94 | 102 | 106 | 103 | 111
COc1cccc(-c2cc(C(=O)Nc3cc(C)n(Cc4ccc(Cl)cc4)n3)no2)c1 | 2 | · | 108 | 88 | 105 | 105 | 106 | 106
O=C(COc1ccc(F)cc1)Nc1nnc(C2CCCCC2)s1 | 5 | 14 | 87 | 110 | 95 | 103 | 101 | 85
CC(C)Cn1c(CN2C(=O)c3ccccc3C2=O)nc2ccccc2c1=O | 3 | 0 | 96 | 104 | 96 | 96 | 94 | ·
COc1cccc(C2CC(c3c(F)cccc3Cl)n3nc(N)nc3N2)c1 (stereo unspecified) | 6 | 0 | 120 | 99 | 121 | 104 | 107 | 115
OCC[C@@H]1C[C@@H](O)[C@H](O)[C@@]2(OCc3ccccc32)O1 | 2 | 0 | 98 | 106 | 94 | 97 | 104 | 102
Cc1ccc2nc(N(CCCN(C)C)C(=O)CN3C(=O)c4ccccc4C3=O)sc2c1 | 0 | 9 | 101 | 99 | 107 | 105 | 106 | 109
CCOC(=O)C1CN(S(=O)(=O)c2ccc(OC)cc2)c2cc(Cl)ccc2O1 (stereo unspecified) | 4 | 9 | 102 | 99 | 102 | 106 | 101 | 107
O=C(CSc1nnc(C2CC2)n1Cc1ccccc1)Nc1cccnc1Cl | 0 | 3 | 95 | 104 | 99 | 96 | 102 | 98
COc1cccc(C(=O)Nc2nc3ccccc3[nH]2)c1 | 1 | 1 | 117 | 82 | 110 | 103 | 110 | ·
COc1ccc(CCCNC(=O)C2CCC(=O)N(CCCN3CCCC3=O)C2)cc1 (stereo unspecified) | 0 | 2 | 112 | 77 | 109 | 104 | 105 | 109

Results, from the first entry:
SMILES | GRK2 inh | VLA-4 inh | LAP4 TOR yeast | Yeast superoxide | CIT2 TOR yeast | RPL19A TOR yeast | MEP2 TOR yeast | AGP1-GFP MLPCN
CCCCc1nc(N)c(C#N)c(-c2ccco2)c1CCC | 0 | 6 | 93 | 76 | 101 | 98 | 100 | 86
CCOC(=O)c1[nH]c2ccc(Br)cc2c1NC(=O)CCN1CCC(C)CC1 | 8 | 2 | 105 | 94 | 102 | 106 | 103 | 111
COc1cccc(-c2cc(C(=O)Nc3cc(C)n(Cc4ccc(Cl)cc4)n3)no2)c1 | 2 | · | 108 | 88 | 105 | 105 | 106 | 106
O=C(COc1ccc(F)cc1)Nc1nnc(C2CCCCC2)s1 | 5 | 14 | 87 | 110 | 95 | 103 | 101 | 85
CC(C)Cn1c(CN2C(=O)c3ccccc3C2=O)nc2ccccc2c1=O | 3 | 0 | 96 | 104 | 96 | 96 | 94 | ·
COc1cccc(C2CC(c3c(F)cccc3Cl)n3nc(N)nc3N2)c1 (stereo unspecified) | 6 | 0 | 120 | 99 | 121 | 104 | 107 | 115
OCC[C@@H]1C[C@@H](O)[C@H](O)[C@@]2(OCc3ccccc32)O1 | 2 | 0 | 98 | 106 | 94 | 97 | 104 | 102
Cc1ccc2nc(N(CCCN(C)C)C(=O)CN3C(=O)c4ccccc4C3=O)sc2c1 | 0 | 9 | 101 | 99 | 107 | 105 | 106 | 109
CCOC(=O)C1CN(S(=O)(=O)c2ccc(OC)cc2)c2cc(Cl)ccc2O1 (stereo unspecified) | 4 | 9 | 102 | 99 | 102 | 106 | 101 | 107
O=C(CSc1nnc(C2CC2)n1Cc1ccccc1)Nc1cccnc1Cl | 0 | 3 | 95 | 104 | 99 | 96 | 102 | 98
COc1cccc(C(=O)Nc2nc3ccccc3[nH]2)c1 | 1 | 1 | 117 | 82 | 110 | 103 | 110 | ·
COc1ccc(CCCNC(=O)C2CCC(=O)N(CCCN3CCCC3=O)C2)cc1 (stereo unspecified) | 0 | 2 | 112 | 77 | 109 | 104 | 105 | 109
O=C(O)C1=CC[C@@H](c2ccc(Cl)cc2)N(S(=O)(=O)c2ccc(Cl)cc2)C1 | 2 | 24 | 143 | 91 | 96 | 93 | 92 | 84
Cc1c(Cl)cccc1NC(=S)NCc1ccc(Cl)cc1 | 0 | 11 | 104 | 104 | 100 | 107 | 108 | 105
CCOc1ccc(CCNC(=O)C2CSC3(C)CCC(=O)N23)cc1OCC (stereo unspecified) | 0 | 8 | 95 | 99 | 98 | 97 | 100 | 99
CCN1CCN(c2nc3c(C)cccn3c(=O)c2C=C(C#N)C#N)CC1 | 3 | 2 | 88 | 100 | 72 | 107 | 116 | 30
Cn1c(N2CCC(C(N)=O)CC2)nc2c1c(=O)n(Cc1ccc(Br)cc1)c(=O)n2C | 0 | 0 | 105 | 98 | 108 | 103 | 106 | 106
CC12CCC(C(=O)N(CC(O)CN3CCCCC3)C1=O)C2(C)C (stereo unspecified) | 1 | 14 | 92 | 116 | 94 | 93 | 97 | 93
C/C(=C\C(=O)c1ccc(Cl)cc1)Nc1ccc(Br)cc1 | 0 | 11 | · | 90 | 85 | 92 | 121 | 92
CS(=O)(=O)N(Cc1ccccc1)c1ccc(C(=O)N2CCc3ccccc3C2)cc1 | 0 | 6 | 96 | 106 | 108 | 99 | 99 | 104
COc1ccc(NC(=O)C(CCS(C)(=O)=O)N2C(=O)c3ccccc3C2=O)cc1 (stereo unspecified) | 0 | 10 | 91 | 95 | 97 | 95 | 97 | 99
CN(C(=O)c1cccc(N2C(=O)C3C4C=CC(C4)C3C2=O)c1)C1CCCCC1 (stereo unspecified) | 0 | 18 | 106 | 111 | 106 | 101 | 109 | 102
Cc1occc1C(=O)NNC(=S)Nc1cccc([N+](=O)[O-])c1 | 0 | 21 | 95 | 118 | 92 | 93 | 95 | 92
CC1CN(S(=O)(=O)c2ccc(C(=O)Nc3nnc(-c4ccccn4)o3)cc2)CC(C)O1 (stereo unspecified) | 2 | 1 | 95 | 87 | 104 | 104 | 111 | 104
CCOC(=O)[C@H]1[C@H]2COc3ccc(Br)cc3[C@@H]2N2C(=O)N(c3ccccc3)C(=O)[C@@]12C | 4 | 18 | 101 | 106 | 93 | 94 | 100 | 95
(next part)
SMILES | GRK2 inh | VLA-4 inh | LAP4 TOR yeast | Yeast superoxide | CIT2 TOR yeast | RPL19A TOR yeast | MEP2 TOR yeast | AGP1-GFP MLPCN
COc1cc(CNc2ccc3[nH]c(=O)[nH]c3c2)ccc1OCc1ccc(F)cc1 | 0 | -9 | 99 | 105 | 104 | 104 | 107 | 104
O=C(CN1CCCCCC1)N/N=C/c1cccc(Cl)c1Cl | 0 | 14 | 85 | 90 | 96 | 94 | 96 | 89
CN(C)C1CCN(Cc2cc(COCc3ccccc3)c3cccnc3c2O)C1 (stereo unspecified) | 0 | 7 | 110 | 106 | 96 | 95 | 96 | 95
Cc1ccc(C(C)NC(=O)CSc2ccc(S(=O)(=O)N3CCOCC3)cn2)cc1C (stereo unspecified) | 2 | 6 | 105 | 92 | 99 | 99 | 101 | 102
CCN(CC(=O)NCc1ccc(F)cc1)C(=O)COc1ccc2ccccc2c1 | 0 | 20 | 96 | 102 | 104 | 105 | 108 | 100
CCN(CC(=O)NCc1cccs1)C(=O)/C=C/c1cccc(Cl)c1Cl | 0 | 7 | 97 | 93 | 92 | 93 | 93 | 100
COc1ccc(CNC(=O)c2nnn(Cc3ccc(OC)cc3)c2N)cc1 | 2 | 10 | 110 | 107 | 105 | 105 | 106 | 112
O=C(c1cnn(-c2nc3ccccc3s2)c1)c1ccccc1O | 0 | 8 | 98 | 100 | 93 | 98 | 104 | 98
COC(=O)c1cc(Cl)c(NC(=O)C(C)C)cc1OC | 1 | -1 | 115 | 101 | 102 | 111 | 110 | 115
Cn1c(SCC(=O)Nc2ccc(Br)cc2F)nnc1-c1ccco1 | 6 | -7 | 119 | 90 | 100 | 99 | 101 | 115
Cc1onc(-c2ccccc2)c1C(=O)Oc1cccnc1 | 3 | 15 | 101 | 104 | 83 | 96 | 107 | 98
CCCCC(C(=O)NC1CCCC1)N(Cc1ccccc1)C(=O)c1snc(C(N)=O)c1N (stereo unspecified) | 0 | 0 | 94 | 90 | 99 | 104 | 106 | 101
S=c1[nH]nc(-c2cccnc2)o1 | 7 | -9 | 107 | 99 | 112 | 104 | 108 | 112
COc1ccc(OCC(=O)Nc2nccs2)cc1 | 1 | 16 | ? | 104 | 89[may fluoresce red] | ? | ? | ?
COc1cccc(OC(C)c2ccnc3nc(/N=C/N(C)C)nn23)c1 (stereo unspecified) | 3 | 4 | 94 | 131 | 91 | 95 | 95 | 92
O=C(CSc1nccn1Cc1ccco1)Nc1cccc(F)c1 | 14 | 13 | 128 | 99 | 104 | 102 | 115 | 104
CC(C)n1c(SCc2ccc(Cl)cc2)nc2c1c(=O)[nH]c(=O)n2C | 0 | 12 | 94 | 96 | 97 | 97 | 86 | 96
COc1cc(CN2CCN(S(=O)(=O)c3ccccc3)CC2)cc(OC)c1OC | 0 | 26 | 99 | 104 | 109 | 105 | 110 | 106
O=C1c2ccccc2C(=O)N1CCCCSc1nnnn1-c1ccccc1 | 0 | -6 | 104 | 93 | 110 | 94 | 113 | 90
Cc1noc(C)c1S(=O)(=O)Nc1ccc(C(=O)NC2CCCCCC2)cc1 | 0 | -3 | 89 | 98 | 86 | 95 | 100 | 91
CCCCN=CC1=C(O)CC(c2ccccc2)CC1=O (stereo unspecified) | 0 | 8 | 106 | 100 | 95 | 102 | 105 | 100
C=CCc1cc(OC)ccc1OCCN(C)Cc1ccccc1 | 0 | -15 | 117 | 109 | 122 | 131 | 123 | 125
Nc1nc(-c2ccc(Cl)cc2)nnc1-c1ccc(Br)cc1 | 0 | -8 | 113 | 105 | 88 | 96 | 87 | 93
O=C(CCCc1c[nH]c2ccccc12)N1CCN(c2ccc(N3CCOCC3)nn2)CC1 | 2 | 9 | 95 | 109 | 102 | 103 | 104 | 101
CCCCN(c1ccccc1)c1ncnc(N)c1[N+](=O)[O-] | 0 | -2 | 99 | 103 | 103 | 101 | 102 | 97
Following part.
SMILES | GRK2 inh | VLA-4 inh | LAP4 TOR yeast | Yeast superoxide | CIT2 TOR yeast | RPL19A TOR yeast | MEP2 TOR yeast | AGP1-GFP MLPCN
COc1cc(C2C3C(=O)N(c4ccccc4)C(=O)C3ON2c2ccccc2)ccc1O (stereo unspecified) | 0 | 16 | 99 | 99 | 98 | 100 | 105 | 101
COC(=O)c1cc(NC(=O)c2ccc(C)cc2)c(=O)oc1C | 0 | 8 | 101 | 94 | 96 | 93 | 101 | 91
CCOc1ccc(C(=O)N2CCC3(CC2)NCCc2[nH]cnc23)cc1OCC | 4 | 5 | 104 | 101 | 114 | 104 | 102 | 110
O=C(O)/C=C\C(=O)Nc1ccc(Oc2ccc(Br)cc2)cc1 | 1 | 19 | 100 | 126 | 84 | 94 | 100 | 94
COc1ccccc1NC(=O)C1=C(C)Nc2nnnn2C1c1cc(Br)ccc1OC (stereo unspecified) | 2 | 0 | 102 | 97 | 99 | 102 | 106 | 101
CCOC(=O)c1ccccc1NC(=O)CN1C(=O)c2ccccc2S1(=O)=O | 0 | 7 | 88 | 102 | · | 94 | 93 | 91
COc1cc(/C=C2\SC(=S)N(N3CCOCC3)C2=O)ccc1O | 3 | 15 | 86 | 101 | 100 | 101 | ? | ?

No enrichment for hits; 1.7% or so of the library scored in one or more.
